FUS suppressor – suppressors of FUS proteinopathy in yeast; Potency, µM (titrated, usually from 76.6 µM), inactives show at the top dose growth rescue (activation), actives largely listed as activators; AID 1347120; hit rate 0.24% among 390,000; S. cerevisiae FUS-expressing, growth rescue, OD600, 24 h; active = well fitted activation curve with a large enough effect; inconclusive = small, poorly fitted or top-dose-only effect; inactive = no such curve, though single readings can be large or run the other way;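 also: plate controls were DMSO vehicle for no effect and reference control for full effect; nearly all actives have a fitted effect of over 55% in size; some results filed as inactive show a strong effect at the top dose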
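Yeast expressing FUS under galactose induction, OD 0.005 in 2% galactose medium; compounds in a dilution series, 24 h at 30C. Growth rescue by absorbance at 600 nm; CP55940 positive control, DMSO negative.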
An asterisk follows results filed as active; u = inconclusive. Potency is read from the fitted curve at half-maximal effect.

SMILES	FUS suppressor
O=C(NN=Cc1ccccc1C(F)(F)F)c1cc(-c2ccc(Cl)cc2)n[nH]1	-3.1%
COc1ccc(CN2C(=O)CN(S(C)(=O)=O)CC2(C)c2nnnn2C2CCCCC2)cc1 (stereo not drawn)	39.3%
COc1ccc(C(=O)CSc2nnc(-c3cccnc3)n2-c2ccccc2)cc1	16.7%
c1ccc(-c2nn(Cc3ncco3)c3ccccc23)cc1	-1.6%
CCCC/C=C1/C(c2ccccc2)N(Cc2ccc(OC)cc2OC)C2=NC(c3ccccc3)CC(=O)N21 (stereo not drawn)	39.9%
Cc1ccc(C(=O)NCCN2C(=O)C3C4C=CC(C4)C3C2=O)cc1 (stereo not drawn)	-11.7%
O=C(Nc1ccccc1)OC1CC2CC1[C@H]1CCCCN1[C@H]2Cc1ccccc1 (stereo partly drawn)	-4.3%
N#Cc1cccc(OC[C@@H](O)CN2CCC(C(O)(c3ccccc3)c3ccccc3)CC2)c1	-6.5%
COC(=O)[C@]12C[C@H](CC(=O)N3CCSCC3)C(=O)N(CCc3ccc(OC)c(OC)c3)C1=C[C@H](C1CCCC1)O[C@@H]2C	u
COCCCNC(=O)Cn1nc(Cc2ccncc2)c2ccccc2c1=O	0.9%
Cc1nc2ccc(NC(=O)c3c(Cl)cccc3Cl)cc2c(=O)[nH]1	7.1%
CCC(=O)OCCCN1CCC2(CCC(c3ccccc3)CC2)C1=O (stereo not drawn)	10.1%
CCOc1ccccc1N/C(=N/c1nc(C)cc(C)n1)NC(=O)Nc1ccc(Cl)c(Cl)c1	-3.0%
COc1ccc(CNC(=O)OC2CC3CC2[C@H]2CCCCN2C3)cc1 (stereo partly drawn)	-9.2%
COc1ccc(S[C@]2(C(=O)N3CCN(C(C)=O)CC3)CC(=O)N(C(=O)c3ccccc3)[C@@H]2c2ccc(OC)cc2)cc1	19.0%
COc1ccc(-n2c(COc3ccc(Cl)cc3)nnc2SCC(=O)c2ccc(-c3ccccc3)cc2)cc1	-7.4%
O=C(OC12CCCN(C1)/C(=C/c1ccc(Cl)cc1)C2)c1ccc(F)cc1 (stereo not drawn)	u
CN(C)S(=O)(=O)c1cccc(C(=O)N/N=C\c2ccc(-c3ccccn3)cc2)c1	21.9%
CCCC/C=C1/[C@@H](CC)N(Cc2ccc(OC)cc2OC)C2=N[C@@H](c3ccccc3)CC(=O)N21	37.8%
Cc1ccccc1CN1CCCCC(NC(=O)c2ccccc2C(F)(F)F)C1=O (stereo not drawn)	6.0%
COC(=O)[C@]12C[C@H](CC(=O)NCc3cccc(C(F)(F)F)c3)C(=O)N(Cc3ccco3)C1=C[C@H](C(C)C)O[C@@H]2C1CC1	u
O=C(Cn1cnc2ccccc2c1=O)N1CCCCC1	4.1%
Cc1ccccc1CN1CCCCC(NC(=O)c2ccccc2C)C1=O (stereo not drawn)	-1.5%
Cc1ccc(-n2c(SCC(=O)c3ccc(F)cc3)nnc2-c2cccnc2)cc1	12.8%
COC(=O)c1cc(-c2ccc(C)cc2)c(=O)n2c1CCC2	10.5%
CCCCNC(=O)OCCCN1CCC2(CCC(c3ccccc3)CC2)C1=O (stereo not drawn)	u
COc1ccc(C=O)cc1-c1cc(C(C)=O)c2n(c1=O)CCC2	-11.2%
CC(=O)OCCN1CCCC12CCC(c1ccccc1)CC2 (stereo not drawn)	1.1%
CC(=O)c1cc(-c2ccc3ccccc3c2)c(=O)n2c1CCC2	15.0%
Cc1ccccc1N1CCN(S(=O)(=O)c2ccc3c(c2)oc(=O)n3C)CC1	6.5%
O=c1cc(N2CCN(c3ccnc4cc(Cl)ccc34)CC2)[nH]c(=O)n1C1CCCCC1	-9.2%
Oc1ccc(Oc2ccccc2F)c2cccnc12	8.1%
COc1ccc(CNC(=O)CCNS(=O)(=O)c2ccc3[nH]c(=O)oc3c2)cc1	-14.5%
CCCC[C@H](CCCc1ccc(F)cc1)CCC(=O)N(c1ccccc1)c1ccccc1	29.5%
O=S1(=O)C=CCN1Cc1cn(Cc2ccc(Cl)cc2)nn1	-4.0%
O=C(OCc1ccc(CSc2nnc(-c3cccc4ccccc34)o2)cc1)c1ccc(F)cc1	-0.1%
c1ccc(-c2c[nH]c3ccc(OCCN4CCOCC4)c(-c4ccccc4)c23)cc1	5.6%
O=C(Nc1ccc(OC(F)(F)F)cc1)Nc1c(-c2ccccc2)nc2ncccn12	-11.5%
O=C(Nc1ccc(F)cc1F)C1CCCN1S(=O)(=O)c1cccnc1 (stereo not drawn)	7.9%
COC(=O)[C@]12C[C@H](CC(=O)NCc3ccc(C)o3)C(=O)N(Cc3ccc(Cl)cc3Cl)C1=C[C@H](C(C)C)O[C@@H]2C1CC1	44.0%
Cc1ccc(-n2c(COc3ccccc3)nnc2SCC(=O)Nc2ccccc2-c2ccccc2)cc1	u
S=C(Nc1cc(Cl)cc(Cl)c1)NC(c1ccccc1)c1ccccc1	-1.5%
O=C(NCc1ccccc1)OCCN1C(=O)CCC12CCC(c1ccc(Cl)cc1)CC2 (stereo not drawn)	u
O=C(c1cc(Br)cc(Br)c1)N1CCC(Oc2cccnc2)CC1	-3.2%
Cc1cc(=O)[nH]c(SCC(=O)Nc2ccc(Cl)cc2)n1	15.2%
O=C(Cc1cccs1)N/N=C\c1ccccc1	2.2%
COC(=O)[C@]1(C)CN(C(=O)OC(C)(C)C)C2=C1C(=O)C[C@@](C)(C(=O)OC(C)(C)C)C2	12.4%
OC(c1ccccc1)(c1ccccc1)C1CCN(CCCNc2ccc(C(F)(F)F)cc2)CC1	27.0%

4 entries from above, reformatted:
SMILES | FUS suppressor
O=C(NCc1ccccc1)OCCN1C(=O)CCC12CCC(c1ccc(Cl)cc1)CC2 (stereo not drawn) | u
O=C(c1cc(Br)cc(Br)c1)N1CCC(Oc2cccnc2)CC1 | -3.2%
Cc1cc(=O)[nH]c(SCC(=O)Nc2ccc(Cl)cc2)n1 | 15.2%
O=C(Cc1cccs1)N/N=C\c1ccccc1 | 2.2%

A portion from further up, as a working copy:
SMILES	FUS suppressor
S=C(Nc1cc(Cl)cc(Cl)c1)NC(c1ccccc1)c1ccccc1	-1.5%
O=C(NCc1ccccc1)OCCN1C(=O)CCC12CCC(c1ccc(Cl)cc1)CC2 (stereo not drawn)	u
O=C(c1cc(Br)cc(Br)c1)N1CCC(Oc2cccnc2)CC1	-3.2%
Cc1cc(=O)[nH]c(SCC(=O)Nc2ccc(Cl)cc2)n1	15.2%
O=C(Cc1cccs1)N/N=C\c1ccccc1	2.2%
COC(=O)[C@]1(C)CN(C(=O)OC(C)(C)C)C2=C1C(=O)C[C@@](C)(C(=O)OC(C)(C)C)C2	12.4%
OC(c1ccccc1)(c1ccccc1)C1CCN(CCCNc2ccc(C(F)(F)F)cc2)CC1	27.0%

New compounds follow:
SMILES	FUS suppressor
COC(=O)[C@]12C[C@H](CC(=O)NCC3CCCCC3)C(=O)N(Cc3cccc4ccccc34)C1=C[C@H](COCc1ccccc1)O[C@@H]2C	40.4%
O=c1cc(N2CCN(c3cccc(Cl)c3Cl)CC2)[nH]c(=O)n1C1CCCCC1	-6.6%
Cc1ccc(NC(=O)OCCCN2C(=O)CCC23CCC(C)CC3)cc1 (stereo not drawn)	22.2%
COCCCNC(=O)c1oc(=O)c2ccccc2c1-c1ccc(C)cc1	5.7%
COc1cc(/C=C/C(=O)c2ccccc2)cc(OC)c1OC	21.6%
Cn1c(Cc2cccs2)nnc1SCC(=O)Nc1ccc(OCc2ccccc2)cc1	u
CC1CCC2(CCC(=O)N2CCCO)CC1 (stereo not drawn)	-20.7%
COc1ccc(CN2CN3Cc4cc(OC)ccc4C3CS2(=O)=O)cc1 (stereo not drawn)	5.5%
c1ccc(CSc2ncccc2-c2nc3ccccc3[nH]2)cc1	-3.4%
CN1C(=O)c2cc(NC(=O)C3CC3)ccc2OC[C@H]2O[C@@H](CC(=O)NC3CCC3)CC[C@@H]21	-17.2%
C=CS(=O)(=O)N(Cc1nnn(Cc2ccccc2)c1Br)[C@H](C(=O)OC)C(C)C	26.4%
S=C(Nc1ccccc1Cl)OCCN1CCCC12CCC(c1ccccc1)CC2 (stereo not drawn)	12.6%
O=C(c1cc(F)cc(F)c1)N1CCCC(c2nc(-c3cccs3)no2)C1 (stereo not drawn)	3.9%
Clc1ccc([C@H]2OC[C@@]3(CNCCN4CCOCC4)CS[C@H](c4ccc(Cl)cc4)N23)cc1	-11.7%
COC(=O)[C@]12C[C@H](CC(=O)NCc3cccc(C(F)(F)F)c3)C(=O)N(Cc3ccco3)C1=C[C@H](C(C)(C)C)O[C@@H]2C	42.1%
CCCC1CCC2(CCCN2CCOC(=S)Nc2ccccc2OC)CC1 (stereo not drawn)	36.2%
CCCC[C@@H]1C(=O)N2N=Cc3cc4ccccc4cc3[C@H]2N2N=Cc3cc4ccccc4cc3[C@@H]12	u
O=C(CCc1nc(-c2ccccc2F)no1)NCCc1ccccc1F	-4.9%
COC(=O)[C@]12C[C@H](CC(=O)NCc3ccc(OC)c(OC)c3)C(=O)N(CCc3ccc(OC)c(OC)c3)C1=C[C@H](C1CCCC1)O[C@@H]2C	u
COc1ccc(/C(C)=N\NC(=O)c2ccco2)cc1	-5.2%
O[C@H](COc1ccc(C(F)(F)F)cc1)CN1CCC(C(O)(c2ccccc2)c2ccccc2)CC1	31.9%
C[C@@H]1COc2cc(N3CCSCC3)ccc2S(=O)(=O)N1C	-17.8%
COc1cc2c(cc1NC(=O)CSc1nnc(-c3ccccc3C)n1Cc1ccco1)oc1ccccc12	u
CC(C)C[C@H]1COc2cc(Br)ccc2S(=O)(=O)N1Cc1cn(CCC2OCCO2)nn1	-0.7%
O=C(NC1CCCCN(Cc2cccc(C(F)(F)F)c2)C1=O)c1ccc(Cl)c(Cl)c1 (stereo not drawn)	18.0%
CC(C)(C)C(=O)O[C@@H]1CCC[C@@]2(C(=O)N(Cc3ccccc3)c3ccccc32)[C@H]1NC(=O)CCc1ccccc1	u
Cc1ccc(Cn2cc(CN3[C@H](c4ccccc4)COc4cc(Br)ccc4S3(=O)=O)nn2)cc1	u
COc1cccc(Cn2cc(COC(=O)NCC(C)C)nn2)c1	-7.9%
Cc1cc(C)n2ncc(C(=O)Nc3ccc4c(c3)CCC4)c2n1	-8.9%
CN1[C@H](Cc2ccccc2)COc2cc(N3CCSCC3)ccc2S1(=O)=O	-1.3%
COc1ccc(S[C@]2(C(=O)N3CCCC3)CC(=O)N(C(=O)/C=C/c3ccccc3)[C@@H]2c2ccc(OC)cc2)cc1	u
COc1ccccc1NC(=O)OCCN1CCCC12CCC(c1ccccc1)CC2 (stereo not drawn)	12.6%
O=S(=O)(c1ccccc1F)N1CCC(c2nc3ccccc3o2)CC1	-14.0%
CCCCCCCCNS(=O)(=O)/C=C/c1ccc(OC)cc1CNC(=O)OC(C)(C)C	u
FC(F)(F)c1cc(CNC2CCC23CCC(c2ccccc2)CC3)ccc1Cl (stereo not drawn)	-7.9%
CCOC(=O)[C@@]12CCCC=C1N(CCc1ccc(Cl)cc1)C(=O)[C@H]2CC(=O)NCc1cccc(C(F)(F)F)c1	u
COc1ccc(S(=O)(=O)N2CCN(C(=O)CSc3nc4ccccc4nc3N3CCCCC3)CC2)cc1	u
CCCCNC(=O)C[C@H]1C(=O)N(Cc2ccc(OC)cc2)C2=CCCCC[C@@]21C(=O)OC	13.1%
COc1ccc(C(=O)C2(C(=O)NCc3ccccc3)CC(c3ccccn3)=NO2)cc1 (stereo not drawn)	5.9%
C=CCN1C(=O)[C@H](CC(=O)NCC2CCCCC2)[C@@]2(C(=O)OCC)CCCC=C12	9.7%
CO[C@H]([C@H](C)/C=C/N(C)C=O)[C@@H](C)C(O)CC[C@H](C)[C@H](O)[C@H](C)[C@H]1OC(=O)/C=C/C(C)=C/C[C@H](O)C[C@@H]2C=CC[C@@H](C[C@H](OC)[C@@]3(CO3)[C@@H](OC)C[C@@H](OC)[C@@H]1C)O2 (stereo partly drawn)	u
C[C@H](O)[C@@H]1CN2CCc3c([nH]c4c(-c5ccc6c(c5)OCO6)cccc34)[C@@H]2C[C@@H]1N(C)C(=O)c1ccccc1F	12.9%
COc1ccc(S[C@]2(C(=O)N3CCN(c4ncccn4)CC3)CC(=O)N(C(=O)Nc3ccc(C)c(Cl)c3)[C@@H]2c2ccc(OC)cc2)cc1	u
Cc1ccc(OCc2nn3c(C4CCCCC4)nnc3s2)cc1	22.6%
Cc1cccc(Cn2cc(CN3CC(N(C)CCCOC(=O)c4cc(C)cc(C)c4)CS3(=O)=O)nn2)c1 (stereo not drawn)	37.5%
CN(CCO)c1cccc2c1S(=O)(=O)N(Cc1cn(Cc3ccc(C(F)(F)F)cc3)nn1)Cc1ccccc1O2	42.7%
COC(=O)c1cc(C(C)c2c[nH]c3ccccc23)n2ccccc12 (stereo not drawn)	28.2%
Cn1c(NC2=NC3(CCCC3)C3=C(CCCC3=O)N2)nc2ccccc21	-2.5%
COc1ccnc(C(=O)N2CCC(Oc3cccnc3)CC2)c1	-16.7%
C[C@H](O)[C@@H]1CN2CCc3c([nH]c4c(-c5ccccc5)cccc34)[C@@H]2C[C@@H]1N(C)C(=S)Nc1ccc(C#N)cc1	u
Cc1ccc(-c2c(NC(=O)c3ccc(F)cc3)nc3ncccn23)cc1	2.4%
COc1cc(NC(=O)C2CCCN(S(=O)(=O)c3ccccc3[N+](=O)[O-])C2)cc(OC)c1 (stereo not drawn)	u
CCn1c(SCC(=O)Nc2cccc3ccccc23)nnc1-c1cccs1	8.8%
O=S(=O)(c1ccc(F)cc1)N1CCC(c2nc3ccccc3o2)CC1	7.5%
O=C(NCc1ccco1)C1CCCN(c2ncccn2)C1 (stereo not drawn)	-3.0%
COC(=O)[C@H]1C[C@@]2(n3ccc4ccccc43)c3ccccc3N(S(=O)(=O)c3ccccc3)[C@H]2N1	u

From PubChem

Only part of the results is shown; rates above refer to the full screens.
